# GASC-1 inh = inhibitors of human GASC-1 (JMJD2C) demethylase. Q9H3R0. GST-JMJD2C(1-420) H3K9me3 demethylation, DELFIA europium. inhibition, % at 2.35 µM. 330,000 compounds, 0.069% hits;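 active means more than half of a compound's replicate wells show inhibition beyond 50%, single wells judged on their own value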;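 further: signal counts dimethyl H3K9 product captured on neutravidin plate; 0% = median of DMSO wells and 100% = 0.3 times that DMSO median; strong numbers were not always called active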
# Target sequence (Q9H3R0 1-420 limits assumed): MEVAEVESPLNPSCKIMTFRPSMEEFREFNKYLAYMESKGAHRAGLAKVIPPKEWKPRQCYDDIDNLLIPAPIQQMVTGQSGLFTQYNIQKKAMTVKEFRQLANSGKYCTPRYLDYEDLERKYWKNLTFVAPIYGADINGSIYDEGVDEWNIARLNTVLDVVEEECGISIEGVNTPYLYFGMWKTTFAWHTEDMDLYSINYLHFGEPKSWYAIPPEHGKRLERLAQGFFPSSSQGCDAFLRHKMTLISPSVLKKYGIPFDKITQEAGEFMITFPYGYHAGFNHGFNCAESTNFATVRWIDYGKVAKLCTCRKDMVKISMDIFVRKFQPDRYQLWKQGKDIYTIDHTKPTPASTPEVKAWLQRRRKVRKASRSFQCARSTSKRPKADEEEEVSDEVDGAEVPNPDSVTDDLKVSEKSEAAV
# LYPLA2 counter = LYPLA2 (human) inhibition in PME1 counter-screen; O95372; recombinant LYPLA2, FP-Rh probe fluorescence polarization; inhibition, % at 5.9 µM; 320,000 compounds, 0.38% hits; AID 2177;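 active means inhibition above the screen-wide mean plus 3 SD, limit set per campaign, cut at about 26% in these data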;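 further: 0% = LYPLA2 with DMSO and 100% = wells lacking LYPLA2 enzyme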
# PREPL inhibitor = human PREPL enzyme inhibition | AID 2751 | 320,000 compounds, 0.68% hits | inhibition, % at 5.96 µM | recombinant PREPL, fluorescence polarization activity-based probe; in the data active means inhibition above about 43%;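 further: 0% = enzyme with DMSO and 100% = wells lacking enzyme; many of its hits are not listed in these tables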
# TPT1 inhibitor = C. albicans TPT1 enzyme inhibition; inhibition, % at 5 µM; recombinant caTPT1, FP RNA substrate dephosphorylation; 300,000 compounds, 0.81% hits;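 active means inhibition above the mean of all tested compounds plus 3 SD, set per screening campaign, cut at about 24% in these data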;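 further: plate controls were DMSO alone for no effect and ferristatin control at 100 nM for full effect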
# HCV core dimer = blocks dimerization of HCV core protein. 300,000 compounds, 0.33% hits. inhibition, % at 5 µM. TR-FRET GST/Flag-core106 dimerization, 1536-well;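 active means inhibition above the mean of all tested compounds plus 3 SD, set per screening campaign, cut at about 45% in these data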
#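 Material: GST/Flag-tagged HCV core106 proteins. Incubation: 4 h, 22.5 °C incubation. Read-out basis: inhibition (%) from 671 over 617 nm ratio. Measured by: TR-FRET, excitation 340 nm, emission 617 and 671 nm.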
# CTSL1 counter = blocks F. hepatica cathepsin L1 in PFM18AAP counter-screen | recombinant F. hepatica cathepsin L1, Z-Leu-Arg-MCA fluorescence | inhibition, % at 5.96 µM | 300,000 compounds, 0.49% hits | AID 1906;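 active means inhibition above the mean of all tested compounds plus 3 SD, set per screening campaign, cut at about 17% in these data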;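 further: 0% = plate median of test compound wells and 100% = 1 µM Z-Phe-Ala-diazomethylketone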
# PP5 inh = inhibitors of human protein phosphatase 5 (PP5) | purified PP5c, OMFP substrate fluorescence | inhibition, % at 6.7 µM | 320,000 compounds, 0.18% hits | AID 1987;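 active means inhibition above the campaign's mean inhibition across all tested compounds plus 3 SD, cut at about 9.5% in these data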;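 further: 0% = DMSO only and 100% = 100 µM cantharidin control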
# Target sequence (P53041 whole entry, looked up): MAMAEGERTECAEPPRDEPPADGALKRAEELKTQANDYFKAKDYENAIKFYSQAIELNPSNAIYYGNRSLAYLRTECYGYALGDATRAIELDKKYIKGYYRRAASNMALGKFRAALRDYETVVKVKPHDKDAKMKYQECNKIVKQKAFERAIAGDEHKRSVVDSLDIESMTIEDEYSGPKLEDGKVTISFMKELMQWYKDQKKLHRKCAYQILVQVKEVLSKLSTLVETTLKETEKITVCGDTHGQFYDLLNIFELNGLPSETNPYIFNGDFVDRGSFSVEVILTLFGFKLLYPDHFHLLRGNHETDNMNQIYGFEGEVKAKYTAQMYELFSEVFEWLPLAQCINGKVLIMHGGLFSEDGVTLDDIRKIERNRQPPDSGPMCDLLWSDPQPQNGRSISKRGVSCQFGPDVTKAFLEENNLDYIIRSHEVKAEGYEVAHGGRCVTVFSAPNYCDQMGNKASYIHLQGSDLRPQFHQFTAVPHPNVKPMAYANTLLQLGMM
# Efflux pump inh = inhibitors of Candida antifungal efflux pumps expressed in yeast. S. cerevisiae Candida pump triplex, Nile Red efflux. inhibition, % at 10 µM. 330,000 compounds, 0.44% hits. AID 485275;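 active means plate passing quality check with inhibition over a set limit, or well fluorescence over plate mean plus 4 SD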;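 further: Nile Red retained in pooled yeast measured as flow cytometry median fluorescence; 0% = buffer negative control and 100% = Enniatin B positive control; higher means more Nile Red kept so more efflux inhibition; some compounds called inactive have numbers as strong as hits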
# PP1 inh = blocks human PP1-alpha phosphatase, a PP5 counter-screen | P62136 | purified PP1alpha, OMFP fluorescence | inhibition, % at 6.7 µM | 320,000 compounds, 0.9% hits | AID 2235;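 active means inhibition above the mean inhibition of all tested compounds plus 3 SD, computed separately for each screening campaign, cut at about 15% in these data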
# * = called active by the depositor; i = inactive; / = no result given. Only part of the results is shown. The share of hits here may be higher or lower than overall.
structure,GASC-1 inh,LYPLA2 counter,PREPL inhibitor,TPT1 inhibitor,HCV core dimer,CTSL1 counter,PP5 inh,Efflux pump inh,PP1 inh
CC12CCC(=O)N1C(C(=O)Nc1ccccc1F)CS2 (stereo not given),-32,2,-3,-2,-3,0,0.5,0.0,-3
Cc1cc(Br)ccc1NC(=O)CN(C)C(=O)c1cc([N+](=O)[O-])ccc1N1CCOCC1,2,-1,27,2,-2,8,-0.1,0.3,-7
O=C(O)/C=C\C(=O)Nc1ccc(N2CCN(c3ccc(F)cc3)CC2)cc1,-36,3,51*,-3,5,2,2.6,-0.1,10
CN(C(=O)CSc1nnnn1-c1ccccc1)C1CCCCC1,6,4,0,5,4,0,3.5,-0.1,-3
CCc1ccccc1NC(=O)CSc1n[nH]c(-c2cccnc2)n1,2,-2,2,-2,3,-3,-0.8,-0.2,0
CS(=O)(=O)N(Cc1ccccc1Cl)c1ccc(C(=O)N2CCCC2)cc1,14,1,-4,-1,6,7,-0.2,-0.2,-2
O=C(NCC1c2ccccc2CCN1C(=O)CN1C(=O)c2ccccc2C1=O)C1CCCCC1 (stereo not given),-6,3,13,-2,3,-2,0.2,-0.1,-10
CC(C)(C)NC(=O)NC(=O)CN1CCc2ccccc21,3,5,11,-2,6,-3,-0.1,0.2,-2
CCNC(=S)Nc1cc(C(=O)N2CCCC2)ccc1N1CCCC1,34,-2,-5,3,-1,-1,-1.7,0.2,-8
O=C(O)/C=C\C(=O)Nc1ccccc1C#Cc1ccc(Br)cc1,-1,1,26,-1,42,7,2.7,0.0,2
COCCCN(C(=O)CSCc1c(C)noc1C)c1c(N)n(Cc2ccccc2)c(=O)[nH]c1=O,1,4,2,1,-5,-3,-1.3,0.1,-2
Fc1cccc(Cl)c1Cn1nnc2c(-n3ccnc3)ncnc21,60,10,-4,2,-2,6,-1.5,0.0,5
Cc1ccc(NC(=O)c2cc(S(=O)(=O)N3CCc4ccccc43)cn2C)cc1,3,-32,-33,-2,15,4,3.7,-0.2,2
CC1(C)CC2CC(C)(CN2C(=O)COC(=O)c2cncc(Br)c2)C1 (stereo not given),-1,0,4,/,/,/,0.2,0.1,5
CCCCCN(C(=O)CCC(=O)OC(C)C(=O)NC1CCCCC1)c1c(N)n(CCCC)c(=O)[nH]c1=O (stereo not given),5,4,14,1,-1,10,1.5,0.1,-3
COc1ccccc1N1CCN(Cc2cc(=O)c(OCC(=O)NC(C)C)co2)CC1,2,1,0,0,-2,-2,-0.5,-0.2,-3
O=C(NC1CC1)c1cc(OCC(F)(F)F)ccc1OCC(F)(F)F,48,-3,12,-3,-5,4,0.6,0.0,-1
O=C(O)c1cc(Cl)c(Cl)cc1C(=O)N(Cc1ccccc1)Cc1ccccc1,33,-1,2,3,14,-7,-0.4,0.1,1
O=C1NC(=S)N/C1=C/c1ccc(Oc2ccc(C(F)(F)F)cc2[N+](=O)[O-])c(Cl)c1,-14,2,28,-3,3,5,-0.5,0.4,1
O=C(NCc1cccc(F)c1)C1CCC(=O)N(C2CCCC2)C1 (stereo not given),6,15,1,2,6,-2,0.5,-0.1,1
CCN(CC(=O)Nc1ccccc1C(=O)OC)S(=O)(=O)c1ccccc1,-2,7,4,-5,-1,0,0.3,-0.1,2
COc1ccc(N2C(=O)N3[C@H](c4ccc(Cl)cc4)[C@@H]4C(=O)N(C5CCCCC5)C(=O)[C@@H]4[C@]3(Cc3ccc(Cl)cc3)C2=O)cc1,5,-4,9,-1,9,3,2.1,0.1,2
Cc1ccc2[nH]c(=O)c(C(c3nnnn3CC3CCCO3)N3CCCc4ccccc43)cc2c1 (stereo not given),0,-5,14,14,3,4,0.6,0.0,3
Cc1cc(C(=O)CSc2ncnc3ccccc23)c(C)n1C1CC1,-7,0,9,/,/,/,-0.6,0.2,-3
COc1ccc(Br)c(C(=O)NC(C)(C)CO)c1,7,2,18,-2,-7,0,0.8,-0.1,-5
CCN(Cc1cc2cc(OC)ccc2[nH]c1=O)C(=O)c1ccncc1,40,2,3,-2,-1,2,1.6,-0.2,7
Cc1ccc2nc(C)cc(N3CCOCC3)c2c1,1,-9,5,-1,-2,8,-10,-0.3,-1
CCN(c1ccccc1)S(=O)(=O)c1ccc(Cl)c(NC(=O)COC(=O)c2ccc(O)cc2)c1,0,-14,-12,0,14,-2,2.8,-0.1,7
Cn1c(=O)c2c(nc(CN3CCC(C(N)=O)CC3)n2CCc2ccccc2)n(C)c1=O,-4,1,2,1,2,-3,0.5,0.0,-2
Cc1ccc(NC(=O)Cn2c(=O)n(CCCCC(=O)NCc3ccco3)c(=O)c3ccccc32)cc1,-6,-10,9,0,17,2,3.0,0.1,4

# A run of entries of the results above, for reference:
structure,GASC-1 inh,LYPLA2 counter,PREPL inhibitor,TPT1 inhibitor,HCV core dimer,CTSL1 counter,PP5 inh,Efflux pump inh,PP1 inh
CCN(CC(=O)Nc1ccccc1C(=O)OC)S(=O)(=O)c1ccccc1,-2,7,4,-5,-1,0,0.3,-0.1,2
COc1ccc(N2C(=O)N3[C@H](c4ccc(Cl)cc4)[C@@H]4C(=O)N(C5CCCCC5)C(=O)[C@@H]4[C@]3(Cc3ccc(Cl)cc3)C2=O)cc1,5,-4,9,-1,9,3,2.1,0.1,2

# Going on with the list:
structure,GASC-1 inh,LYPLA2 counter,PREPL inhibitor,TPT1 inhibitor,HCV core dimer,CTSL1 counter,PP5 inh,Efflux pump inh,PP1 inh
CC(C)C(=O)Nc1nnc(CSCc2ccccc2F)s1,-22,2,-2,-2,-6,-2,-0.5,0.0,-2
COc1ccccc1-c1ccc(SCc2ccccc2)nn1,4,5,5,0,5,0,1.4,-0.1,-1
CCc1ccc(S(=O)(=O)N2CCN(C(=O)C3CCN(C(C)=O)CC3)CC2)cc1,3,-3,5,-3,-4,0,-0.4,0.0,-2
N#Cc1cnn2c(-c3ccccc3)ccnc12,8,-5,9,-2,-3,3,2.3,0.1,-1
N/C(CC(=O)Nc1ccc(F)cc1)=N\O,7,12,5,1,-8,-1,-0.8,0.0,-2
CCn1c(COc2ccccc2C)nnc1SCC(=O)O,4,-3,5,0,-5,-3,-2.2,0.0,-4
O=S(=O)(Nc1ccc2c3c(cccc13)CC2)c1ccc(F)cc1,34,-13,0,13,25,0,5.0,0.1,0
CCNC(=S)Nc1cccc(NC(=O)c2ccccc2O)c1,-3,6,18,0,-8,-1,-1.9,-0.1,-3
O=C(c1cccnc1)N1CCN(CCCc2ccccc2)CC1,4,3,11,1,0,0,1.5,0.1,0
COc1ccc(NC(C)=O)cc1NC(=O)CSc1nnc(C2CCCCC2)n1N,-7,-5,2,1,-2,0,-0.1,0.0,0
Cn1c(N)c(C(=O)COC(=O)CCCOc2ccc(Cl)cc2Cl)c(=O)n(C)c1=O,-36,3,-21,-1,3,-2,4.0,-0.5,0
COc1ccc(CNC(=O)c2ccc(N3CCC4(CC3)CC(c3ccc(Cl)cc3)=NO4)c(N)c2)cc1,4,40*,24,2,8,0,2.6,0.1,2
CCOC(=O)c1sc(NC(=O)CSC(=S)N2CCOCC2)nc1C,-4,3,4,-3,-2,1,1.5,0.0,-1
COc1cc(C(C[N+](=O)[O-])c2c(C)cc3ccccn23)ccc1O (stereo not given),0,10,24,2,6,1,0.1,0.0,-4
CC(C)(O)P(=O)(O)CCc1ccccc1,1,1,19,1,-5,5,0.5,-0.1,-1
CC(C)CCNC(=O)[C@H](CC(C)C)NC(=O)[C@H]1O[C@@H]1C(=O)O,4,4,0,-2,6,111*,-1.7,-0.1,5
CC(C)(C)c1ccccc1NC(=O)CN1C(=O)NC(Cc2ccccc2)C1=O (stereo not given),-1,-5,18,-3,-6,-6,-2.1,-0.1,5
CCn1cc(C(=O)NCc2ccc(OC)cc2)c(=O)c2ccc(C)nc21,-3,5,13,4,0,0,-0.6,0.2,2
COC(=O)CCC(=O)NNC(=O)c1cccc(Cl)c1,6,6,8,-5,-2,-3,1.9,-0.2,-3
COc1ccc2cc(C3OCCO3)c(Cl)nc2c1,0,-1,-3,-2,4,2,-0.3,0.0,-2
Fc1cccc(Cl)c1CNCc1cccnc1,5,6,-8,-5,3,-4,2.1,0.0,2
CC(C)c1ccc(-c2nn(-c3ccccc3)cc2C2C(C#N)=C(N)OC3=C2C(=O)CC(C)(C)C3)cc1 (stereo not given),108,-18,-8,6,48*,-1,7.2,0.0,8
Cc1ccc(C(=O)NCCC(=O)Nc2ccccc2C)cc1,-2,4,4,-2,-2,1,1.9,0.3,0
O=C(O)CCC(=O)NNC(=O)COc1cccc(Cl)c1,-6,-2,7,-4,-8,1,1.6,-0.1,0
CC(C)(C)NC(=O)CN(C(=O)c1ccc(Cl)nc1)c1cccc2ccccc12,-2,-8,14,1,1,2,0.4,0.1,0
Cc1cccc(C(=O)NCC(=O)N2CCN(S(=O)(=O)/C=C/c3ccccc3)CC2)c1,/,8,-7,/,/,/,2.2,0.0,-2
CC1(C)CC(=O)C2=C(C1)NC(Nc1nc3ccccc3o1)=NC2c1ccccn1 (stereo not given),i,-1,-32,2,4,5,0.3,0.0,-1
COc1ccc2c(c1)c(CC(=O)Nc1nnc(C3CC3)s1)c(C)n2C(=O)c1ccc(Cl)cc1,31,-12,-11,5,15,1,2.5,0.1,15*
Cc1ccc(OCC(=O)N(Cc2ccco2)C2CCS(=O)(=O)C2)cc1 (stereo not given),2,0,-1,-1,-4,-2,-0.1,0.0,-3
COc1ccc(CNC(=O)C2CC(c3cc(C(F)(F)F)cc(C(F)(F)F)c3)=NO2)cc1 (stereo not given),-21,-4,7,-4,-6,1,3.3,0.1,0
O=c1cc2c(nn1Cc1cccc([N+](=O)[O-])c1)-c1ccccc1CC2,5,14,1,1,4,1,-0.3,0.1,3
O=C(/C=C/Nc1ccccc1)c1cnc(-c2ccccc2)s1,-9,-7,3,7,7,-2,0.8,0.0,-4

# Part of the list above, with two lines to a compound.
# Below each compound: GASC-1 inh | LYPLA2 counter | PREPL inhibitor | TPT1 inhibitor | HCV core dimer | CTSL1 counter | PP5 inh | Efflux pump inh | PP1 inh
- CC12CCC(=O)N1C(C(=O)Nc1ccccc1F)CS2 (stereo not given)
→ -32 | 2 | -3 | -2 | -3 | 0 | 0.5 | 0.0 | -3
- Cc1cc(Br)ccc1NC(=O)CN(C)C(=O)c1cc([N+](=O)[O-])ccc1N1CCOCC1
→ 2 | -1 | 27 | 2 | -2 | 8 | -0.1 | 0.3 | -7
- O=C(O)/C=C\C(=O)Nc1ccc(N2CCN(c3ccc(F)cc3)CC2)cc1
→ -36 | 3 | 51* | -3 | 5 | 2 | 2.6 | -0.1 | 10
- CN(C(=O)CSc1nnnn1-c1ccccc1)C1CCCCC1
→ 6 | 4 | 0 | 5 | 4 | 0 | 3.5 | -0.1 | -3
- CCc1ccccc1NC(=O)CSc1n[nH]c(-c2cccnc2)n1
→ 2 | -2 | 2 | -2 | 3 | -3 | -0.8 | -0.2 | 0
- CS(=O)(=O)N(Cc1ccccc1Cl)c1ccc(C(=O)N2CCCC2)cc1
→ 14 | 1 | -4 | -1 | 6 | 7 | -0.2 | -0.2 | -2
- O=C(NCC1c2ccccc2CCN1C(=O)CN1C(=O)c2ccccc2C1=O)C1CCCCC1 (stereo not given)
→ -6 | 3 | 13 | -2 | 3 | -2 | 0.2 | -0.1 | -10
- CC(C)(C)NC(=O)NC(=O)CN1CCc2ccccc21
→ 3 | 5 | 11 | -2 | 6 | -3 | -0.1 | 0.2 | -2
- CCNC(=S)Nc1cc(C(=O)N2CCCC2)ccc1N1CCCC1
→ 34 | -2 | -5 | 3 | -1 | -1 | -1.7 | 0.2 | -8

# Screening data (PubChem BioAssay)
